Source: PubChem BioAssay (The Scripps Research Institute Molecular Screening Center)
M4 antag: blocks acetylcholine activation of human M4 receptor; inhibition, % at 3 µM; P08173; 360,000 compounds, 0.73% hits; CHO-hM4 cells, ACh EC80, Fluo-8 calcium fluorescence;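 active means inhibition above its plate's cutoff, the mean inhibition of sample wells plus 3 SD, cut at about 27% in these data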;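 further: 0% = acetylcholine EC80 with DMSO and 100% = DMSO without agonist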
Target sequence (P08173 whole entry, looked up): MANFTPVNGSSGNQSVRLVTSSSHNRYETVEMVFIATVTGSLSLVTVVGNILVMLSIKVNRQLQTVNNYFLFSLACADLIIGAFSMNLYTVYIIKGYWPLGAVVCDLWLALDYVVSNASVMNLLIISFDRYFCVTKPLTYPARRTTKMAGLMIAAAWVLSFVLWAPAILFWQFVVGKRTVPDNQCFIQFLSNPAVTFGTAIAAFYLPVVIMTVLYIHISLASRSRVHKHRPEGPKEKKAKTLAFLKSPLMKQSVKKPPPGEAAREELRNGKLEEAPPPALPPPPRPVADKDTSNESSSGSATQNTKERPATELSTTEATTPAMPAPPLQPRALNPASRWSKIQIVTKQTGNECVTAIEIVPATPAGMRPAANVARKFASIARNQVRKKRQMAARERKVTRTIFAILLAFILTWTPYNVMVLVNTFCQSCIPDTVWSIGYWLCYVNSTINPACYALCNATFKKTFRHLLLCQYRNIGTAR
M5 ag: CHRM5 agonism in calcium assay; P08912; activation, % at 3 µM; 360,000 compounds, 0.19% hits; CHO-K1 hM5 cells, Fluo-8 calcium fluorescence; 0% DMSO wells, 100% maximal acetylcholine response; AID 624037;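 active means activation above the run's mean over test compounds plus 3 SD, cut at about 23% in these data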;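 further: signal is peak over basal fluorescence ratio across the kinetic read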
Target sequence (P08912 whole entry, looked up): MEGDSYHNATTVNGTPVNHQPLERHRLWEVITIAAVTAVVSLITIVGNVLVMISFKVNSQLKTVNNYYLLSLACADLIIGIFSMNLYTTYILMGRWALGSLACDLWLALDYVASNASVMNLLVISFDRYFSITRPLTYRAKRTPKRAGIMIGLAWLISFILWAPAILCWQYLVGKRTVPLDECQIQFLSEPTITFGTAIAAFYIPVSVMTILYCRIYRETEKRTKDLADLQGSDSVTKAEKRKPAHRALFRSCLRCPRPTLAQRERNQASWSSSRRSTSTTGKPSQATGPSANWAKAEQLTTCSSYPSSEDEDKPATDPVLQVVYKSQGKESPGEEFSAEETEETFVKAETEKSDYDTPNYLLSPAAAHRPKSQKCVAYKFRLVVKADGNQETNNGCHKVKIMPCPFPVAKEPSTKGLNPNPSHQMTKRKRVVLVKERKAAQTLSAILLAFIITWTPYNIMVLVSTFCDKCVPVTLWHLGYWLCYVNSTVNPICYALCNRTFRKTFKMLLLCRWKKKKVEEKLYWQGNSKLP
CHO-K1 Ca PAM: counter-screen for M1 PAMs: effect in parental CHO-K1 cells | ATP EC20, Fluo-8 calcium fluorescence; 0% at ATP EC20, 100% at ATP max | activation, % at 3 µM | 360,000 compounds, 0.02% hits;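 active means activation above the run cutoff, the mean activation of all test compounds plus 3 SD, cut at about 40% in these data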;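 further: peak over basal fluorescence ratio in a 140 s read after ATP addition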
M1 ag parental: nonselective activator or artifact in parental CHO-K1 cells; Fluo-8 calcium fluorescence; scaled to maximal ATP response, vehicle zero; activation, % at 3 µM; 360,000 compounds, 0.48% hits; AID 602248; in the data active means activation above about 15%;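 further: untransfected CHO-K1 host cells lacking M1 receptor as counterscreen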
CHO-K1 Ca antag: M1 antagonist counterscreen hit in parental CHO-K1 cells. inhibition, % at 3 µM. 360,000 compounds, 0.6% hits. ATP-induced calcium, Fluo-8 fluorescence. AID 602250;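 active means inhibition above a per-plate cutoff, the plate's mean sample inhibition plus 3 SD, cut at about 24% in these data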;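 further: 0% = DMSO plus EC80 ATP and 100% = DMSO alone without ATP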
M4 ag: CHRM4 agonism in calcium assay. CHO-K1 hM4/Gqi5, Fluo-8 calcium fluorescence; vehicle 0%, full acetylcholine response 100%. P08173. activation, % at 3 µM. 360,000 compounds, 0.14% hits;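 active means activation above the run mean over all test wells plus 3 SD, cut at about 32% in these data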;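 further: peak over basal fluorescence ratio per well then scaled between controls; 0% = DMSO wells and 100% = acetylcholine at EC100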
M5 antag: CHRM5 antagonism in calcium assay | 360,000 compounds, 0.59% hits | inhibition, % at 3 µM | P08912 | CHO-hM5 cells, Fluo-8 calcium fluorescence, ACh EC80 | AID 624040;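 active means inhibition above a per-plate cutoff, the mean of that plate's test compounds plus 3 SD, cut at about 27% in these data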;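 further: 0% = acetylcholine EC80 with DMSO and 100% = DMSO without agonist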
M5 PAM: positive allosteric modulators of human muscarinic M5 receptor; P08912; CHO-K1 hM5, Fluo-8 calcium, ACh EC20 PAM; 0% = ACh EC20, 100% = ACh EC100; activation, % at 3 µM; 360,000 compounds, 0.3% hits;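 active means activation above the run cutoff, the mean activation of all test compounds plus 3 SD, cut at about 18% in these data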
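Assay system: CHO-K1 hM5 cells. Also added: acetylcholine at EC20 concentration, added after compound. Dosing: 3 µM, single dose. Times: compound preincubation 140 s before EC20 acetylcholine addition. Signal: Fluo-8 calcium fluorescence. Measure: % activation relative to EC20 and EC100 ACh responses. Repeats: singlicate, one well per test compound.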
M4 PAM: potentiates acetylcholine response at human M4 receptor; P08173; CHO-K1 hM4/Gqi5, Fluo-8 calcium fluorescence, ACh EC20; 0% = ACh EC20, 100% = maximal ACh; activation, % at 3 µM; 360,000 compounds, 0.4% hits;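 active means activation above its plate's cutoff, the mean activation of sample wells plus 3 SD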; further: some results filed as inactive read as strong as hits
An asterisk follows results filed as active.

1. COc1c2c(cc(O)c1C(C)=O)OC(C)(C)C=C2
2. COc1cc(SC)ccc1C(=O)Nc1ncc(C)s1
3. Nc1c2c(nc3ccn(-c4ccccc4)c(=O)c13)CCCCC2
4. Nc1[nH]c(C(=O)c2ccccc2)c(-c2ccc([N+](=O)[O-])cc2)c1C(=O)NCCc1c[nH]c2ccccc12
5. COc1ccc(/C=C2\SC(=S)N(CC(=O)Nc3nnc(C)s3)C2=O)cc1
assay / compound,1,2,3,4,5
M4 antag,-7,-6,-2,4,0
M5 ag,2,3,-8,3,2
CHO-K1 Ca PAM,8,15,12,16,4
M1 ag parental,-0.3,2.3,0.3,1.2,0.1
CHO-K1 Ca antag,-12,-12,-4,-3,-4
M4 ag,0,5,0,4,-1
M5 antag,6,-15,-2,9,-2
M5 PAM,8,7,-3,-6,-2
M4 PAM,6,2,-2,0,6

6. O=C(OC1CCOC1=O)c1cc(-c2ccc(Cl)cc2)nc2ccccc12 (stereo unspecified)
7. CN(C)c1nnnn1-c1ccccc1Oc1ncc(C(F)(F)F)cc1Cl
8. COc1ccc(NC(=O)C2(C)Cc3c(-c4ccc(N(C)C)cc4)ccnc3O2)cc1OC (stereo unspecified)
9. O=C(NCc1ccccc1)C(C(=O)c1ccc(F)cc1)n1ccccc1=O (stereo unspecified)
10. Cc1c(S(=O)(=O)NC(C)c2ccccc2)c(=O)n(C)c(=O)n1C (stereo unspecified)
assay / compound,6,7,8,9,10
M4 antag,1,-1,10,-1,-6
M5 ag,2,-3,-2,-7,-4
CHO-K1 Ca PAM,7,14,-4,18,19
M1 ag parental,0.6,0.4,-0.6,0.5,1.3
CHO-K1 Ca antag,-9,-2,-4,-14,-3
M4 ag,4,0,-2,0,0
M5 antag,5,11,-1,-1,0
M5 PAM,4,5,0,10,3
M4 PAM,3,13,3,-1,7

11. S=C(NCCc1ccccc1)NCc1cccc(Cl)c1
12. CCOc1ccccc1OCCCOc1ccc([N+](=O)[O-])cc1Cl
13. COc1ccc(S(=O)(=O)N2CCC(C(=O)NC3CC3)CC2)cc1Cl
14. COc1cc(C)ccc1OCC(=O)NCC1CCCO1 (stereo unspecified)
15. CC(OC(=O)Cn1cnc2ccccc2c1=O)C(=O)N(C)c1ccccc1 (stereo unspecified)
assay / compound,11,12,13,14,15
M4 antag,13,1,6,-4,6
M5 ag,-3,-9,-1,1,-1
CHO-K1 Ca PAM,-14,16,0,11,-1
M1 ag parental,2.4,1.3,-0.1,2.1,1.2
CHO-K1 Ca antag,5,-9,-5,-6,-9
M4 ag,5,0,0,2,1
M5 antag,9,-5,2,4,-3
M5 PAM,-12,-12,-2,3,1
M4 PAM,-12,-6,-5,15,3

16. O=C(Cc1ccc(Br)cc1)N/N=C/c1cccnc1
17. Cc1ccc2cc3cc(C(=O)NCCCN4CC(C)CC(C)C4)oc3nc2c1 (stereo unspecified)
18. CCOC(=O)CN1C(=O)N(c2ccccc2OC)S(=O)(=O)c2ccccc21
19. COCCNc1nc(-c2cc(-c3ccccc3)on2)cc(C(C)C)n1
20. CCN(Cc1ccccc1)Cc1nc(CCc2ccccc2)no1
assay / compound,16,17,18,19,20
M4 antag,-1,-8,16,1,-2
M5 ag,-2,-2,-2,-3,0
CHO-K1 Ca PAM,4,18,12,-22,12
M1 ag parental,7.2,0.4,2.5,-0.9,0.0
CHO-K1 Ca antag,13,-15,-9,5,-10
M4 ag,2,2,0,1,-1
M5 antag,-10,-1,14,9,11
M5 PAM,-2,4,-5,-4,-8
M4 PAM,0,7,-7,-7,-2

Three entries from above, with tabs:
item	Compound	M4 antag	M5 ag	CHO-K1 Ca PAM	M1 ag parental	CHO-K1 Ca antag	M4 ag	M5 antag	M5 PAM	M4 PAM
17	Cc1ccc2cc3cc(C(=O)NCCCN4CC(C)CC(C)C4)oc3nc2c1 (stereo unspecified)	-8	-2	18	0.4	-15	2	-1	4	7
16	O=C(Cc1ccc(Br)cc1)N/N=C/c1cccnc1	-1	-2	4	7.2	13	2	-10	-2	0
19	COCCNc1nc(-c2cc(-c3ccccc3)on2)cc(C(C)C)n1	1	-3	-22	-0.9	5	1	9	-4	-7

Next part
21. CCOC(=O)C1CCN(C(=O)c2cc3c(ccc4ccccc43)o2)CC1
22. CCCCCc1c2c(cc(O)c1C(=O)O)OC(=O)c1c(cc(OC)cc1C(=O)CCCC)O2
23. Cn1c(=N)n(CC(=O)c2cccs2)c2ccccc21
24. O=C(CNC(=S)N(Cc1ccccc1)Cc1cccnc1)NC1CCCC1
25. CCc1nc2ccc(C(=O)N3CCN(C(C)=O)CC3)cn2c1N(C)C(=O)c1cccc(OC)c1
assay / compound,21,22,23,24,25
M4 antag,-9,-3,8,-2,-7
M5 ag,-2,1,-2,3,0
CHO-K1 Ca PAM,-3,14,3,7,13
M1 ag parental,1.7,-0.3,-0.3,0.6,1.2
CHO-K1 Ca antag,-6,-6,-9,-2,-6
M4 ag,5,-2,0,3,0
M5 antag,5,8,6,0,0
M5 PAM,-10,-7,-4,14,2
M4 PAM,0,4,-2,-9,2

26. O=C(Nc1cccc([N+](=O)[O-])c1)Nc1cccs1
27. O=C(Nc1ccccc1C(F)(F)F)Nc1cccc2ccccc12
28. COc1cccc(NC(=O)c2nnn(Cc3ccc(Br)cc3F)c2N)c1
29. COc1ccc(C(c2nnnn2-c2ccc3c(c2)OCCO3)N2CCN(C/C=C/c3ccccc3)CC2)cc1 (stereo unspecified)
30. Oc1ccccc1-n1nc2ccc3nonc3c2n1
assay / compound,26,27,28,29,30
M4 antag,16,1,6,35*,5
M5 ag,9,-5,22,-6,-2
CHO-K1 Ca PAM,1,12,9,-6,3
M1 ag parental,14,0.7,4.6,-0.2,0.9
CHO-K1 Ca antag,13,-5,7,7,-4
M4 ag,17,0,16,3,1
M5 antag,26,6,6,67*,-7
M5 PAM,-14,-11,-3,-22,4
M4 PAM,-4,8,-4,-16,9

31. CSc1ccc(S(=O)(=O)NCc2ccccc2)cc1
32. Cc1ccc(S(=O)(=O)N2CCOCC2)cc1NS(=O)(=O)c1ccc(F)c(F)c1
33. CC1=C(C(=O)N(C)C)CC(CC(=O)NCCCN(C)C)C(=O)N1Cc1ccc(C(C)(C)C)cc1 (stereo unspecified)
34. CCCCn1c(SCc2nc(N)nc(Nc3ccccc3C)n2)nc2ccccc2c1=O
35. COCCNC(=O)C(=O)Nc1cc2c3c(c1)C(C)C(=O)N3CCC2 (stereo unspecified)
assay / compound,31,32,33,34,35
M4 antag,-10,-2,5,6,7
M5 ag,-7,3,1,-3,-2
CHO-K1 Ca PAM,14,8,-8,-9,7
M1 ag parental,2.2,1.1,-0.1,0.3,0.2
CHO-K1 Ca antag,-4,-13,-9,17,11
M4 ag,-1,2,1,4,0
M5 antag,-3,10,-8,15,-1
M5 PAM,-5,-1,-1,-4,-3
M4 PAM,-5,12,-5,1,3

Compound profiles, as listed above. Order of values: M4 antag, M5 ag, CHO-K1 Ca PAM, M1 ag parental, CHO-K1 Ca antag, M4 ag, M5 antag, M5 PAM, M4 PAM
Record of CSc1ccc(S(=O)(=O)NCc2ccccc2)cc1 → -10, -7, 14, 2.2, -4, -1, -3, -5, -5
Record of COCCNC(=O)C(=O)Nc1cc2c3c(c1)C(C)C(=O)N3CCC2 (stereo unspecified) → 7, -2, 7, 0.2, 11, 0, -1, -3, 3
Record of CC1=C(C(=O)N(C)C)CC(CC(=O)NCCCN(C)C)C(=O)N1Cc1ccc(C(C)(C)C)cc1 (stereo unspecified) → 5, 1, -8, -0.1, -9, 1, -8, -1, -5

(list continues)
36. O=C1c2ccccc2C(=O)N1CCCCON1C(=O)c2ccccc2C1=O
37. O=C(c1ccccc1Br)N1CCc2c([nH]c3ccccc23)C1
38. C=C(C(=O)c1ccccc1)C(C)CC(=O)c1ccccc1 (stereo unspecified)
39. COc1cc(C(=O)Nc2ccc(O)cc2)ccc1OC(C)=O
40. Cc1ccc(C(=O)Nc2nc(-c3ccco3)c(-c3ccco3)s2)o1
assay / compound,36,37,38,39,40
M4 antag,1,-10,1,4,3
M5 ag,-1,-1,2,-1,4
CHO-K1 Ca PAM,24,2,6,3,-18
M1 ag parental,1.9,3.4,-0.1,0.1,-0.2
CHO-K1 Ca antag,-12,-11,-8,-5,-3
M4 ag,2,3,-1,0,1
M5 antag,-3,6,0,8,6
M5 PAM,2,-3,-4,-2,-11
M4 PAM,5,3,1,-4,-2

41. CCOC(=O)c1ccccc1NC(=O)COC(=O)c1ccccc1C(=O)N(C)c1ccccc1
42. C/C(CC(=O)Nc1ccc(N(C)C)cc1)=N\NC(=O)c1ccc(Cl)cc1Cl
43. O=C(Nc1cccnc1)OCc1ccccc1
44. CCCOc1cccc(C(=O)N2CCN(C(=O)C3CCCO3)CC2)c1 (stereo unspecified)
45. CCN(CC)CCNC(=O)c1ccc(NC(=O)c2c(F)cccc2Cl)cc1
assay / compound,41,42,43,44,45
M4 antag,-25,-2,-1,5,-3
M5 ag,1,1,9,-2,-7
CHO-K1 Ca PAM,-17,10,1,2,-3
M1 ag parental,-0.1,-0.6,1.0,0.5,-0.5
CHO-K1 Ca antag,-6,-3,-1,-6,1
M4 ag,7,-1,2,1,2
M5 antag,5,-3,-37,-1,6
M5 PAM,-8,2,-2,12,9
M4 PAM,17,-5,2,8,-1

46. COC(=O)c1ccccc1NC(=O)c1ccc(-c2ccc(Br)cc2)o1
47. CC(=O)NCCn1c(SCC(=O)NC2CCCCC2)nc2ccccc2c1=O
48. Cc1occc1C(=O)Nc1ccc2c(c1)OCCO2
49. Cc1c(C(=O)N2CCN(Cc3cccs3)CC2)oc2ccccc12
50. Cc1ccc(OCC(=O)N(c2ccccn2)C2CCCCC2)c(C)c1
51. O=C(Nc1ccc(NC(=O)C2CC2)nc1)c1cccnc1
52. COc1cc2c3c(c1OC)C1(C=CC(=NO)C=C1)CC3N(C(C)=O)CC2 (stereo unspecified)
53. CC(=O)c1cccc(NC(=O)CSc2nc(=O)n(CCCN3CCOCC3)c3c2CCC3)c1
assay / compound,46,47,48,49,50,51,52,53
M4 antag,-2,-18,-2,0,3,3,0,7
M5 ag,-2,0,0,-2,2,-6,1,2
CHO-K1 Ca PAM,23,15,21,-24,23,18,5,-11
M1 ag parental,0.7,2.1,0.7,-0.3,3.9,0.4,0.0,1.8
CHO-K1 Ca antag,-14,-12,3,10,-12,-6,-19,1
M4 ag,0,7,1,1,3,1,0,1
M5 antag,-5,8,8,15,-2,4,-1,-3
M5 PAM,3,-2,-2,-15,5,5,-3,3
M4 PAM,4,-4,1,-9,6,-1,1,0
